BLM helicase inh: inhibitors of human Bloom syndrome helicase BLM | 350,000 compounds, 0.2% hits | Potency, µM (top dose mostly 56.1 µM), for the others: at the highest dose activity change, negative = inhibition, actives largely listed as inhibitors | recombinant BLM DNA unwinding, fluorescence dequenching | P54132;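 further: potency means the concentration at half of the fitted maximal effect; plate controls were vehicle for no effect and no enzyme for full effect; nearly all actives have a fitted effect of over 35% in size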
POLH inh: DNA polymerase eta (human) inhibition; 390,000 compounds, 1.2% hits; Q9Y253; Potency, µM (series often up to 114 µM), for inactives: at the top dose activity change, negative = inhibition, hits mostly inhibitors; AID 588591; recombinant Pol eta, fluorescent DNA replication assay; further: potency means the concentration at half of the fitted maximal effect; on the % scale 0 is the no-effect control and ±100 the full control effect
Target sequence (Q9Y253 whole entry, looked up): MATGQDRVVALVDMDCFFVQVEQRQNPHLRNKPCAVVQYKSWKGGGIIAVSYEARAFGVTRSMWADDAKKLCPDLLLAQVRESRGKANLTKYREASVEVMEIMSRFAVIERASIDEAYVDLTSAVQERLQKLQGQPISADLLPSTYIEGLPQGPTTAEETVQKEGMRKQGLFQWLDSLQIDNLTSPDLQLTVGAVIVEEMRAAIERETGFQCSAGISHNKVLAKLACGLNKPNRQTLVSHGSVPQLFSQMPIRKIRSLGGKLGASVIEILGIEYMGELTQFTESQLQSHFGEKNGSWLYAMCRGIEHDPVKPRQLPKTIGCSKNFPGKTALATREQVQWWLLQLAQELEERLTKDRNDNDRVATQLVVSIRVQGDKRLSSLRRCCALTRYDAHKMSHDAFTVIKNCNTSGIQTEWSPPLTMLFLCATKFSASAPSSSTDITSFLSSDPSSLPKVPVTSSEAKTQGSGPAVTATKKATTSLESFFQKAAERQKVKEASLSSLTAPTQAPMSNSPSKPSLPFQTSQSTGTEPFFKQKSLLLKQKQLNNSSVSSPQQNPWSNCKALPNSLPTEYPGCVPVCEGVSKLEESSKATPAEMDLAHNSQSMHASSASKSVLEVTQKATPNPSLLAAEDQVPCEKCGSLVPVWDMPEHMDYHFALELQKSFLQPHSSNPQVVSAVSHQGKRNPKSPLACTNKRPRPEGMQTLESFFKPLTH
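Pol eta (10 nM) was preincubated with compounds for 15 min at room temperature, after which fluorescent replication substrate (50 nM final) was added to start the reaction. Fluorescence was read kinetically at 0 and 10 min.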
Tb PGK inh: inhibitors of T. brucei phosphoglycerate kinase. 380,000 compounds, 0.043% hits. Potency, µM (top dose mostly 57.5 µM), for inactives: at the top dose activity change, negative = inhibition, most hits filed as inhibitors. PGK/GAPDH coupled, Kinase-Glo luminescence, 60 min. P07378; further: potency means the concentration at half of the fitted maximal effect; on the % scale 0 is the no-effect control and ±100 the full control effect; nearly all actives have a fitted effect of over 60% in size
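Recombinant glycosomal PGK reaction used 1,3-bisphosphoglycerate generated in-well by GAPDH (100nM final) in 100mM TEA pH 7.6, 5mM MgCl2, 0.01% Tween-20. After 60 minutes at room temperature, ATP was read by Kinase-Glo Plus luminescence end-point.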
Anesthetic bind: candidate novel general anesthetic via apoferritin binding. P02791. apoferritin/1-aminoanthracene competitive binding, fluorescence. Potency, µM (series often up to 77.5 µM), inactives show at the highest dose activity change, negative = displacement, most hits filed as inhibitors. 350,000 compounds, 0.074% hits; further: potency means the concentration at half of the fitted maximal effect; on the % scale 0 is the no-effect control and ±100 the full control effect; nearly all actives have a fitted effect of over 20% in size
Target sequence (P02791 2-175 limits assumed): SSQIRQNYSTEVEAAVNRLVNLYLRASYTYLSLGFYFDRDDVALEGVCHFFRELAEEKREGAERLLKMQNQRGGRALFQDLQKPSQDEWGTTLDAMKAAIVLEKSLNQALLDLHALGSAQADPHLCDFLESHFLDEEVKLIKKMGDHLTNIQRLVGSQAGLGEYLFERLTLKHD
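Horse-spleen apoferritin (10 uM) in 50% saturated 1-aminoanthracene in PBS was incubated 10 min at room temperature with compound. Fluorescence (ex 380, em 535 nm) was normalized to free and bound 1-AMA, with concentration-response fitted by a four-parameter Hill equation.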
APEX1 inh: APE1 (human) endonuclease inhibition. P27695. recombinant APE1, TAMRA/BHQ-2 abasic DNA cleavage fluorescence. Potency, µM (titrated, usually from 65.8 µM), without a hit: at the highest dose activity change, negative = inhibition, hits mostly inhibitors. 350,000 compounds, 0.35% hits. AID 2517;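 further: potency means the concentration at half of the fitted maximal effect; plate controls were vehicle for no effect and reference inhibitor for full effect; nearly all actives have a fitted effect of over 55% in size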
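Substrate: short duplex with […] THF abasic site, 5'-TAMRA and 3'-BHQ-2, 50 nM final. APE1 at 0.75 nM, preincubated 15 min RT with compound. Fluorescence increase from first to third read measured activity.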
RXFP1 antag: blocks the human relaxin receptor RXFP1 | activity change, negative = inhibition, % at 57.5 µM | Q9HBX9 | HEK293-RXFP1, relaxin-stimulated cAMP HTRF, 30 min; hits give low values | AID 1259400 | 350,000 compounds, 0.59% hits;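 active means activity change of -60% or lower, but not beyond a set lower limit; inconclusive means change between -60% and -40%, or beyond the set limit; inactive means change above -40%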; further: on the % scale 0 is the no-effect control and ±100 the full control effect
POLI inh: DNA polymerase iota (human) inhibition; 390,000 compounds, 1% hits; Q9UNA4; AID 588590; Potency, µM (titrated, usually from 115 µM), inactives show top-dose activity, negative = inhibition, most hits filed as inhibitors; Pol iota fluorescent replication assay, 10 min; further: potency means the concentration at half of the fitted maximal effect
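Fluorescent replication assay read twice, at 0 min and 10 min after adding 50 nM (final) substrate. Enzyme (10 nM) and compounds were first incubated 15 min at room temperature; enzyme-free buffer wells were negative controls.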
POLB inh: blocks human DNA polymerase beta activity; Pol beta primer extension/strand displacement, fluorescence kinetic; Potency, µM (titrated, usually from 114 µM), without a hit: at the highest dose activity change, negative = inhibition, most hits filed as inhibitors; 340,000 compounds, 1.3% hits; AID 485314; further: potency means the concentration at half of the fitted maximal effect; on the % scale 0 is the no-effect control and ±100 the full control effect
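Pol beta (10 nM) and compounds were preincubated 15 min at room temperature, then 50 nM substrate (final) started primer extension/strand displacement. Reads were taken at 0 and 10 min; concentration-response data were fitted to a four-parameter Hill equation.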
Pol kappa inh: DNA polymerase kappa (human) inhibition; Q9UBT6; purified Pol kappa, fluorescent DNA synthesis assay, 10 min; Potency, µM (series often up to 107 µM), without a hit: top-dose activity, negative = inhibition, hits mostly inhibitors; 400,000 compounds, 0.53% hits; further: potency means the concentration at half of the fitted maximal effect; on the % scale 0 is the no-effect control and ±100 the full control effect
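Activity was followed as the change in fluorescence between reads at 0 and 10 min after starting the reaction with 50 nM substrate. Beforehand, 10 nM polymerase had been preincubated with compound for 15 min at room temperature.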
The depositor's hits bear a star; i = inactive; ? = inconclusive; . = no result given; [ ] = remark or other dose. Unless noted, the call rests on the fitted dose curve; in most records, active means well fitted curve in the direction sought with a large enough effect; inconclusive means small, poorly fitted or top-dose-only effect, or another doubt; inactive means no such curve, though single readings can be large; an effect the other way counts as inactive or inconclusive. An excerpt, so the mix of outcomes need not match the whole.

SMILES	BLM helicase inh	POLH inh	Tb PGK inh	Anesthetic bind	APEX1 inh	RXFP1 antag	POLI inh	POLB inh	Pol kappa inh
COc1ccc(S(=O)(=O)N2CCOCC2)cc1NC(=O)COC(=O)c1ccc([N+](=O)[O-])s1	.	?	-5%	.	?	9	89µM*	.	-24%
COc1ccc(S(=O)(=O)NCC(c2ccco2)N2CCN(c3ccccc3)CC2)cc1OC (stereo not drawn)	-2%	-25%	6%	-8%	.	8	3%	3%	-8%[60.1 µM]
O=C(COc1ccc(Cl)cc1Cl)Nc1nnc(C2=COCCO2)o1	-1%	-15%	-7%	-3%	-4%	-6	-8%	3%	-4%
COC(=O)c1cc(C(=O)OCC(=O)NC2CCCC2)cc([N+](=O)[O-])c1	-2%	-24%	1%	-9%	10%	9	27%	9%	8%
COc1cc(C(=O)COC(=O)c2cccs2)cc(OC)c1OC	.	-2%	-2%	.	8%	5	93%[activator]	.	-5%
N/C(=N\OC(=O)c1cccc(F)c1)c1ccccn1	2%	-1%	?	-19%	-37%	4	13%	12%	-2%
COc1ccc(NC(=O)n2ncc3c(C)cccc32)cc1OC	-7%	-21%	-11%	-16%	14%	-9	-18%	4%	4%
CCOC(=O)c1c(S(=O)(=O)NCC(=O)N(C)c2ccc(C)cc2)c(C)n(C)c1C	-3%	45µM*	-2%	2%	.	3	-5%	7%	-14%[60.1 µM]
COC(=O)c1ccc(NS(=O)(=O)c2ccc3[nH]c(=O)oc3c2)cc1	-7%	25µM*	4%	-8%	14%[12.4 µM]	17	45µM*	35µM*	?
COC(=O)c1ccccc1NS(=O)(=O)c1cc2c(cc1C)N(C)CCO2	2%	-12%	2%	-20%	.	4	-16%	17%	-1%
COc1ccc(OC)c(CNC(=O)C2CCN(S(=O)(=O)N3CCCC3)CC2)c1	-3%	11%	-7%	-7%	?	-26	11%	30%	0%[60.1 µM]
N=C1C(c2nc3ccccc3[nH]2)=C(O)CN1c1ccc(F)cc1	-3%	-14%	-2%	-5%	3%	-1	-4%	-17%	-2%
COCCCNC(=S)NNC(=O)c1csc(C)n1	-1%	-17%	-8%	9%	-1%	2	?	-9%	3%
O=C(NCCN1CCOCC1)C(Sc1ccccc1)c1ccccc1 (stereo not drawn)	1%	-6%	-2%	-7%	1%	19	215%[activator]	-10%	-10%
Cc1ccc(-c2noc(-c3ccccc3F)n2)cc1	-2%	-11%	-5%	-14%	4%	-5	76%[activator]	1%	-2%
CCc1cccc(NS(=O)(=O)c2ccc3c(c2)NC(=O)CC(=O)N3)c1	-3%	-21%	5%	-8%	1%	2	50%[activator]	-17%	-3%
CSc1nc(C)cc(SCCO)n1	3%	-1%	-5%	-18%	1%	14	?	1%	-1%
O=C(N=C1SC2CS(=O)(=O)CC2N1c1ccc(Cl)c(Cl)c1)C1CCCO1 (stereo not drawn)	1%	-8%	-8%	-12%	49%[activator]	-3	-4%	-10%	3%
COc1cc(OC)cc(C(=O)NCC(=O)OC2CCCCC2=O)c1 (stereo not drawn)	.	-9%	i	.	-5%	-11	44%[activator]	.	-8%
CC(=O)Nc1ccc(NC(=O)CSC2=NS(=O)(=O)c3ccccc3N2)cc1	.	-6%	-11%	.	26%	-5	-14%	.	0%
CCN1/C(=C/C=C/C=C/c2sc3ccccc3[n+]2CC)Sc2ccccc21	?	.	.	?	?	.	18µM*	16µM*	32µM*
COc1ccc(NC(=O)CN(C)CC(=O)NCc2ccc(C)cc2)cc1	.	-9%	4%	.	2%	7	-4%	.	-5%
COc1ccc(NC(=O)c2cc(S(=O)(=O)N3CCCCC3)c[nH]2)c(OC)c1	-3%	-5%	-5%	-10%	-1%	.	?	54%	-8%
O=C(NCCc1nc2ccccc2n1Cc1ccc(Cl)cc1Cl)c1ccco1	-4%	.	.	6%	.	-16	9%	19%	4%
O=c1cc(-c2ccc(O)cc2)oc2ccc3ccccc3c12	.	?	?	.	-7%	-5	40µM*	.	-24%
SMILES	BLM helicase inh	POLH inh	Tb PGK inh	Anesthetic bind	APEX1 inh	RXFP1 antag	POLI inh	POLB inh	Pol kappa inh
COc1ccc(OC)c(COC(=O)c2cc([N+](=O)[O-])ccc2N2CCOCC2)c1	.	-14%	-3%	.	18%	6	16%	.	10%
COc1ccccc1C(=O)NCCC(=O)N(C)Cc1ccc(C)o1	-1%	-14%	1%	-1%	30%	2	31%[activator]	28%	-12%
CCOC(=O)c1cnc(NCc2ccc(Cl)cc2)c2ccccc12	-11%	-8%	0%	70%[activator]	.	-12	-11%	-18%	-3%[60.1 µM]
Cc1ccccc1C(=O)OCc1cc(=O)n2nc(C3CCCCC3)sc2n1	1%	-16%	5%	1%	.	.	28%	3%	-4%
O=C(CCCn1c(=O)c2ccccc2n(Cc2cccc(F)c2)c1=O)NC1CCN(Cc2ccccc2)CC1	0%	.	.	?	-2%	.	.	-19%	.
Cc1cc(-c2ccccc2)c(C#N)c(=S)[nH]1	2%	-7%	11%	9%	6%	.	-7%	1%	-11%
O=C(Cc1ccccc1Cl)Nc1cccc(S(=O)(=O)N2CCCCCC2)c1	.	-20%	-15%	.	50%[activator]	-3	8%	.	-3%
Cc1ccc(C(=O)Nc2ccc3c(c2)ncn3C)cc1	0%	-4%	i	0%	-3%	8	7%	34%	0%
COc1cc(S(=O)(=O)N2CCCN(C)CC2)ccc1NC(C)=O	-5%	-1%	i	5%	18%	-24	35%[activator]	34%	0%
CCOc1ccc(S(=O)(=O)NCCC(=O)Nc2ccncc2)cc1	.	-14%	-4%	.	9%	-12	-10%	.	-18%
CCN(C(=O)COC(=O)c1ccc(N2C(=O)c3ccccc3C2=O)cc1)C1CCS(=O)(=O)C1 (stereo not drawn)	-7%	-8%	-6%	-3%	-1%	1	-25%	17%	6%
CCOC(=O)c1cccc(NC(=O)c2oc3c(c2C)-c2nn(CC)cc2CC3)c1	-3%	-5%	9%	-6%	.	-14	31%[activator]	-12%	-18%
O=C(NC1(C(F)(F)F)NC(=O)N(Cc2cccnc2)C1=O)c1cccs1 (stereo not drawn)	-1%	-3%	i	3%	?	-5	3%	26%	-5%
CCNc1nc(SC(C)C(=O)Nc2ccccc2)nc(N(C)C)n1 (stereo not drawn)	-6%	-20%	-1%	-10%	-4%	-12	7%	4%	8%
CC(=O)Nc1ccc(OCC(O)CN2CCN(Cc3ccccc3)CC2)cc1 (stereo not drawn)	0%	7%	.	-8%	18%	-3	19%	3%	0%
O=C(NC(=S)N1CCCCC1CO)C12CC3CC(CC(C3)C1)C2 (stereo not drawn)	-2%	-8%	0%	2%	-3%	9	7%	6%	7%
COc1ccc(-c2nnc(-c3ccc(N(C)C)cc3)o2)cc1	3%	-7%	-1%	-9%	5%	1	?	1%	-16%
CC(=O)c1cccc(NC(=O)NCCS(C)=O)c1 (stereo not drawn)	1%	-13%	-9%	-7%	6%	-17	26%	-3%	-1%
COc1cc(NC(=O)c2ccc(-c3csc(C)n3)cc2)c(OC)cc1Cl	-23%	-10%	0%	-11%	6%	6	22%	36%	-4%
COc1ccc(C(=O)NC(=S)Nc2nc(-c3ccc(OC)c(Br)c3)cs2)cc1Br	-2%	-17%	-1%	-9%	42%	8	20%	?	6%
CNC(=S)Nc1sc2c(c1C(=O)OC)CCC2	-4%	-5%	-4%	-9%	-6%	-16	12%	0%	-5%
Cc1c(CNCCc2ccc(Cl)cc2)c(C(=O)O)c(C)n1Cc1ccccc1	0%	-22%	0%	-18%	0%	-22	37%	-28%	5%
COc1ccc(-c2cn3nc(SCC(=O)Nc4ccc(C)c(Cl)c4)ccc3n2)cc1	-3%	-14%	-2%	47%[activator]	.	5	32%[activator]	-8%	-6%[60.1 µM]
COC(=O)c1sccc1NC(=O)c1ccncc1	-12%	-9%	-7%	-10%	0%	-14	72%[activator]	3%	-10%
Cc1ccc(S(=O)(=O)N[C@H](C(=O)OCn2nnc3ccccc3c2=O)C(C)C)cc1	-4%	-17%	3%	?	1%	2	27%	-2%	-8%

Ordered by molar mass (low to high): part of the list above
SMILES	BLM helicase inh	POLH inh	Tb PGK inh	Anesthetic bind	APEX1 inh	RXFP1 antag	POLI inh	POLB inh	Pol kappa inh
COc1ccccc1C(=O)NCCC(=O)N(C)Cc1ccc(C)o1	-1%	-14%	1%	-1%	30%	2	31%[activator]	28%	-12%
O=C(NC(=S)N1CCCCC1CO)C12CC3CC(CC(C3)C1)C2 (stereo not drawn)	-2%	-8%	0%	2%	-3%	9	7%	6%	7%
CCOC(=O)c1cnc(NCc2ccc(Cl)cc2)c2ccccc12	-11%	-8%	0%	70%[activator]	.	-12	-11%	-18%	-3%[60.1 µM]

More structures
SMILES	BLM helicase inh	POLH inh	Tb PGK inh	Anesthetic bind	APEX1 inh	RXFP1 antag	POLI inh	POLB inh	Pol kappa inh
Cc1ccc(-c2cc(C(=O)N3CCCC3)no2)cc1	3%	2%	-4%[11.5 µM]	1%	21%	-12	-10%	-1%	-9%
COc1ccc(OC)c(NC(=O)C2CC2c2ccccc2)c1 (stereo not drawn)	-1%	-20%	0%	-7%	2%	3	2%	-4%	-22%
COc1ccccc1CNC(=O)C(NC(=O)c1ccccc1C)C(C)C (stereo not drawn)	-1%	-18%	-8%	-3%	3%	8	92%[activator]	2%	1%
Cc1ccc2c(CC(=O)N3CCN(S(=O)(=O)c4ccccc4)CC3)coc2c1	.	32µM*	-1%	.	?	-4	?	.	?
C=CCOc1ccc(C=Nc2ccc(OC)cc2)c(O)c1	-1%	-20%	-7%	-9%	-1%	12	41%[activator]	17%	-1%
COc1ccc(C(=O)C(C)OC(=O)c2cccc(S(=O)(=O)Nc3c(C)n(C)n(-c4ccccc4)c3=O)c2)cc1 (stereo not drawn)	.	-21%	0%	.	8%	-20	56%[activator]	.	-7%
COc1ccc2nc(SCC(=O)Nc3ccc4c(c3)OCCO4)[nH]c2c1	-1%	-16%	i	?	-4%	-11	-10%	?	-7%

Compound activity from PubChem BioAssay.
